PPARg SRC2 recr = promotes SRC-2 coactivator recruitment by human PPARgamma; PPARgamma LBD-SRC-2 recruitment, biochemical; activation, % at 8 µM; AID 1032; P37231; 0.34% of 200,000 active; in the data active = activation above about 22%;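 also: 0% = vehicle and 100% = reference agonist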
Target sequence (P37231 whole entry, looked up, the tested form may be a part): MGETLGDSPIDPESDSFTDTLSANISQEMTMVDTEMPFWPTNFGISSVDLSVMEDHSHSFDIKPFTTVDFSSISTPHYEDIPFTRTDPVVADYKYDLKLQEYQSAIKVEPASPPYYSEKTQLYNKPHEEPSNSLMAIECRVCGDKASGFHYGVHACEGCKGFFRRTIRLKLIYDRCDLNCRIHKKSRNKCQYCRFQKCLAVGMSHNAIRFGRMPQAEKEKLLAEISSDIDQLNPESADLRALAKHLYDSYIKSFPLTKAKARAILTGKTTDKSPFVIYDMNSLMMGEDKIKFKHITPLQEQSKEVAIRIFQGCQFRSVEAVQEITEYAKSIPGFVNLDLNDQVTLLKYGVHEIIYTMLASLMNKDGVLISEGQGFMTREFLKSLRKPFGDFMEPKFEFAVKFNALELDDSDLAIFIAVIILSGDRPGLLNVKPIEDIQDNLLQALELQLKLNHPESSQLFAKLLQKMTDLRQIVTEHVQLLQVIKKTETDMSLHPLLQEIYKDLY
PPARg SRC-1 ag = promotes SRC-1 coactivator recruitment by human PPARgamma; P37231; PPARgamma-SRC-1 coactivator recruitment biochemical assay; activation, % at 8 µM; 0.41% of 200,000 active; AID 631; in the data active = activation above about 19%;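 also: 0% = DMSO and 100% = reference agonist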
bIAP activator = increases bovine intestinal alkaline phosphatase activity. activation factor at 20 µM. 0.17% of 200,000 active. purified bovine IAP, CDP-star luminescence, 30 min; stronger effect = higher value; fold of DMSO-control signal, blank-subtracted;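 active = activation factor of 2 or more at 20 µM, a signal rise over negative controls twice the positive control's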
bIAP inh = intestinal alkaline phosphatase (bovine) inhibition | purified bovine IAP, CDP-star luminescence, 30 min | inhibition, % at 20 µM | 190,000 tested, under 10 active | AID 1019;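 active = over 50% inhibition of intestinal alkaline phosphatase at 20 µM in the single-dose screen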
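test system = bovine IAP enzyme | medium = DEA buffer 100 mM, pH 9.8, with MgCl2 1.0 mM, ZnCl2 0.02 mM | detection = luminescence | dosing = single compound dose of 20 µM, 2% DMSO final | incubation = 30 min reaction at room temperature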
TNAP inh no acc = blocks human TNAP activity with no phosphate acceptor present | purified TNAP, CDP-star luminescence, 30 min | inhibition, % at 20 µM | 0.26% of 200,000 active | AID 1012;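 active = tissue-nonspecific alkaline phosphatase inhibition above about 50% at 20 µM in the single-dose screen, limit read from the data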;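 also: 0% = DMSO negative control and 100% = EDTA positive control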
Target sequence (P05186 whole entry, looked up): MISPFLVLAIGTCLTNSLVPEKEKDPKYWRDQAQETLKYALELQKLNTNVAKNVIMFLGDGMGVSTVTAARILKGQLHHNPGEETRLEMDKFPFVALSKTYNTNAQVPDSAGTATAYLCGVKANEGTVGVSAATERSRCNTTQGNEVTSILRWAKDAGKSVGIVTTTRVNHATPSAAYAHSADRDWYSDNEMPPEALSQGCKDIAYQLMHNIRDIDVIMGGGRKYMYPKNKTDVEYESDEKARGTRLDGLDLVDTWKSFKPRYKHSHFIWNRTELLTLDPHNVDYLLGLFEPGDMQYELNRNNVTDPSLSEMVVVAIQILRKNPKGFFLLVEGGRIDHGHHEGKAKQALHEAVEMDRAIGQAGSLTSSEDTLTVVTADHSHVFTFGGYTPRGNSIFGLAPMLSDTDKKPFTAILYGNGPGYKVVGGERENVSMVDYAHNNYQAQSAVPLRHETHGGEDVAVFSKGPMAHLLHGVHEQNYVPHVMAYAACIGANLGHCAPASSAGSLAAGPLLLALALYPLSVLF
HMGR II inh = blocks class II HMG-CoA reductase of Enterococcus faecalis | purified E. faecalis HMGR, NADPH absorbance 340 nm kinetic | 0.41% of 190,000 active | AID 1066 | inhibition, % at 10 µM;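 active = inhibition above a set limit, the median over all tested compounds plus 3 SD, cut at about 9.5% in these data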;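 also: enzyme runs in reverse so mevalonate oxidation gives rising NADPH absorbance; 0% = complete reaction with DMSO and 100% = background rate lacking mevalonate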
PPARg SRC-3 ag = PPARgamma-driven SRC-3 recruitment agonism | biochemical PPARgamma/SRC-3 coactivator recruitment assay | activation, % at 8 µM | 0.26% of 200,000 active | AID 731; in the data active = activation above about 23%;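 also: 0% = DMSO and 100% = reference agonist; some compounds past the cut are filed as inactive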
TNAP act hiacc = TNAP (human) activation, high acceptor | P05186 | 200,000 tested, under 10 active | purified TNAP, CDP-star luminescence, 1 M DEA, 30 min; stronger effect = higher value; 0 = EDTA background, 1 = DMSO-only activity | activation factor at 20 µM;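 active = activation factor at least 2 at 20 µM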
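Assay system: human TNAP; Input: enzyme diluted 1/800 final; Reagent: CDP-star luminogenic substrate at 100 µM final; Timing: 30 min, room temperature; Signal: luminescence; Evaluation: TNAP activation factor scaled between EDTA and DMSO control wells.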
TNAP inh hi DEA = inhibitors of human TNAP at high phosphate acceptor concentration; 0.03% of 200,000 active; inhibition, % at 20 µM; purified TNAP, CDP-star luminescence, 1 M DEA;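 active = over 50% inhibition of tissue-nonspecific alkaline phosphatase at 20 µM in the single-dose screen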;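 also: plate controls were DMSO wells for no effect and EDTA-quenched wells as full inhibition for full effect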
SRC2 TRFRET art = flags TR-FRET format artefacts in PPARgamma SRC-2 recruitment agonist screen. TR-FRET artefact counter-screen; stronger effect = higher value. TR-FRET ratio at 8 µM. 0.4% of 200,000 active. AID 1049; in the data active = TR-FRET ratio above about 2000; also: inactives centre near 1500
* hit, by the source's call.

Results for CC1CN(c2oc(-c3ccco3)nc2C#N)CC(C)O1 (stereo not given) ?
PPARg SRC2 recr: -2.5; PPARg SRC-1 ag: 4.9; bIAP activator: 1.1; bIAP inh: -12.1; TNAP inh no acc: -10.2; HMGR II inh: 2.8; PPARg SRC-3 ag: 9.9; TNAP act hiacc: 1; TNAP inh hi DEA: -4.0; SRC2 TRFRET art: 1819

Results for CCOC(=O)c1ccc(NS(=O)(=O)c2c(C)n(C)c(=O)n(C)c2=O)cc1 ?
PPARg SRC2 recr: 1.3; PPARg SRC-1 ag: -1.2; bIAP activator: 1; bIAP inh: 3.9; TNAP inh no acc: -5.6; HMGR II inh: -4.7; PPARg SRC-3 ag: 3.0; TNAP act hiacc: 1; TNAP inh hi DEA: 0.9; SRC2 TRFRET art: 1568

Results for CC1CN(CC(=O)Nc2ccc([N+](=O)[O-])cc2Br)CC(C)O1 (stereo not given) ?
PPARg SRC2 recr: -0.4; PPARg SRC-1 ag: 1.5; bIAP activator: 1.1; bIAP inh: -7.1; TNAP inh no acc: -6.2; HMGR II inh: 0.2; PPARg SRC-3 ag: -5.3; TNAP act hiacc: 1; TNAP inh hi DEA: -1.8; SRC2 TRFRET art: 1351

Results for CCOc1ccccc1NC(=O)[C@@H](NC(=O)c1cccc(S(=O)(=O)N2CCOCC2)c1)C(C)C ?
PPARg SRC2 recr: 7.5; PPARg SRC-1 ag: -1.3; bIAP activator: 1.3; bIAP inh: -25.8; TNAP inh no acc: 6.3; HMGR II inh: -0.7; PPARg SRC-3 ag: 1.2; TNAP act hiacc: 1; TNAP inh hi DEA: -2.6; SRC2 TRFRET art: 1632

How did CC(/C=C/c1ccccc1)=N\NC(=O)CCc1ccccc1 do in these assays?
PPARg SRC2 recr: 0.1; PPARg SRC-1 ag: 0.1; bIAP activator: 1.1; bIAP inh: -5.4; TNAP inh no acc: 0.9; HMGR II inh: -0.3; PPARg SRC-3 ag: 1.0; TNAP act hiacc: 1; TNAP inh hi DEA: 0.1; SRC2 TRFRET art: 1369

How did O=C(CC1SCCNC1=O)Nc1ccc(F)c(Cl)c1 (stereo not given) do in these assays?
PPARg SRC2 recr: 1.9; PPARg SRC-1 ag: 4.6; bIAP activator: 0.9; bIAP inh: 7.8; TNAP inh no acc: -8.8; HMGR II inh: 15.7*; PPARg SRC-3 ag: 2.0; TNAP act hiacc: 1.1; TNAP inh hi DEA: -6.6; SRC2 TRFRET art: 1510

Results for CCOC(=O)CNC(=O)/C=C/c1c(Cl)cccc1Cl ?
PPARg SRC2 recr: -6.6; PPARg SRC-1 ag: -5.5; bIAP activator: 1; bIAP inh: -0.2; TNAP inh no acc: -9.1; HMGR II inh: -2.0; PPARg SRC-3 ag: -3.9; TNAP act hiacc: 1; TNAP inh hi DEA: -3.7; SRC2 TRFRET art: 1642

Results for O=C1CC(N2CCN(C(c3ccccc3)c3ccccc3)CC2)C(=O)N1 (stereo not given) ?
PPARg SRC2 recr: -3.3; PPARg SRC-1 ag: 5.6; bIAP activator: 0.8; bIAP inh: 20.2; TNAP inh no acc: -10.3; HMGR II inh: -0.8; PPARg SRC-3 ag: -2.2; TNAP act hiacc: 1.1; TNAP inh hi DEA: -6.3; SRC2 TRFRET art: 1299

What do the screens show for `COC(=O)c1ccc(N2CCN(S(=O)(=O)c3ccc4ccccc4c3)CC2)c([N+](=O)[O-])c1`?
PPARg SRC2 recr: 2.9; PPARg SRC-1 ag: 10.0; bIAP activator: 0.8; bIAP inh: 16.8; TNAP inh no acc: -2.5; HMGR II inh: 1.6; PPARg SRC-3 ag: 5.4; TNAP act hiacc: 1; TNAP inh hi DEA: 0.9; SRC2 TRFRET art: 1647

How did CCc1cc2c(=O)c(-c3ccon3)c(N)oc2cc1OC do in these assays?
PPARg SRC2 recr: 7.3; PPARg SRC-1 ag: 5.5; bIAP activator: 0.9; bIAP inh: 8.3; TNAP inh no acc: -5.8; HMGR II inh: -3.9; PPARg SRC-3 ag: -3.5; TNAP act hiacc: 1; TNAP inh hi DEA: -1.6; SRC2 TRFRET art: 1464

What do the screens show for `Cc1ccc(C)c(-c2cc(C(=O)NN3CCOCC3)c3ccccc3n2)c1`?
PPARg SRC2 recr: 6.9; PPARg SRC-1 ag: -1.5; bIAP activator: 1.1; bIAP inh: -7.7; TNAP inh no acc: -3.5; HMGR II inh: 1.2; PPARg SRC-3 ag: 1.1; TNAP act hiacc: 1; TNAP inh hi DEA: 1.4; SRC2 TRFRET art: 1640

Results for Cc1cc(NC(=O)C2CCCC2)n(-c2nc3ccccc3[nH]2)n1 ?
PPARg SRC2 recr: -2.3; PPARg SRC-1 ag: -3.9; bIAP activator: 1; bIAP inh: 2.5; TNAP inh no acc: -2.1; HMGR II inh: -8.3; PPARg SRC-3 ag: -10.6; TNAP act hiacc: 0.9; TNAP inh hi DEA: 6.4; SRC2 TRFRET art: 1584

Results for O=Cc1cn(-c2ccccc2)nc1-c1cc2c(ccc3ccccc32)oc1=O ?
PPARg SRC2 recr: 5.0; PPARg SRC-1 ag: 3.0; bIAP activator: 0.8; bIAP inh: 16.7; TNAP inh no acc: -11.7; HMGR II inh: -0.1; PPARg SRC-3 ag: -11.8; TNAP act hiacc: 1; TNAP inh hi DEA: -2.0; SRC2 TRFRET art: 1404

Results for Cc1ccc(NC(=O)CN2C(=O)NC(Cc3c[nH]c4ccccc34)C2=O)cc1S(=O)(=O)N1CCCCC1 (stereo not given) ?
PPARg SRC2 recr: -5.4; PPARg SRC-1 ag: 3.6; bIAP activator: 0.9; bIAP inh: 10.8; TNAP inh no acc: -5.7; HMGR II inh: 1.3; PPARg SRC-3 ag: 2.8; TNAP act hiacc: 1.1; TNAP inh hi DEA: -7.1; SRC2 TRFRET art: 1517

Results for CSCCC(NC(=O)C1CCC(C)CC1)C(=O)N1CCN(c2ccccn2)CC1 (stereo not given) ?
PPARg SRC2 recr: -2.0; PPARg SRC-1 ag: 2.9; bIAP activator: 1.1; bIAP inh: -6.7; TNAP inh no acc: 8.8; HMGR II inh: 3.3; PPARg SRC-3 ag: 4.2; TNAP act hiacc: 1; TNAP inh hi DEA: 0.6; SRC2 TRFRET art: 1513

What do the screens show for `CC(=O)NC(Cc1cccc(F)c1)C(=O)NC1CCN(C(=O)c2cccc(C)c2)CC1` (stereo not given)?
PPARg SRC2 recr: -12.4; PPARg SRC-1 ag: -10.4; bIAP activator: 1.1; bIAP inh: -7.7; TNAP inh no acc: -4.1; HMGR II inh: 2.2; PPARg SRC-3 ag: -2.3; TNAP act hiacc: 1; TNAP inh hi DEA: -2.2; SRC2 TRFRET art: 1547

How did CCn1c(SCC(=O)Nc2ccc3c(c2)OCCO3)nc2c(c1=O)SC(C)C2 (stereo not given) do in these assays?
PPARg SRC2 recr: -7.0; PPARg SRC-1 ag: -1.3; bIAP activator: 1; bIAP inh: -4.8; TNAP inh no acc: -12.2; HMGR II inh: 0.4; PPARg SRC-3 ag: -2.3; TNAP act hiacc: 1.1; TNAP inh hi DEA: -5.0; SRC2 TRFRET art: 1393

How did CCNC(=O)C(=O)Nc1ccc(OC)c(Cl)c1 do in these assays?
PPARg SRC2 recr: -5.3; PPARg SRC-1 ag: -2.4; bIAP activator: 1.1; bIAP inh: -8.4; TNAP inh no acc: -12.5; HMGR II inh: -7.0; PPARg SRC-3 ag: -5.6; TNAP act hiacc: 1.1; TNAP inh hi DEA: -6.0; SRC2 TRFRET art: 1437

How did COc1ccc(Nc2oc(COc3ccc(OC)cc3)nc2C#N)cc1 do in these assays?
PPARg SRC2 recr: 0.5; PPARg SRC-1 ag: -3.2; bIAP activator: 1.1; bIAP inh: -12.6; TNAP inh no acc: -8.2; HMGR II inh: -4.4; PPARg SRC-3 ag: -4.4; TNAP act hiacc: 1; TNAP inh hi DEA: -2.3; SRC2 TRFRET art: 1323

How did CCOc1ccc(CN2CCN(S(=O)(=O)c3ccc(NC(C)=O)cc3)CC2)cc1OC do in these assays?
PPARg SRC2 recr: -0.5; PPARg SRC-1 ag: -5.0; bIAP activator: 1.1; bIAP inh: -5.4; TNAP inh no acc: -10.2; HMGR II inh: -5.8; PPARg SRC-3 ag: -3.6; TNAP act hiacc: 1; TNAP inh hi DEA: -1.3; SRC2 TRFRET art: 1431

Entries shown so far that have fluorine, in the order listed:
How did O=C(CC1SCCNC1=O)Nc1ccc(F)c(Cl)c1 (stereo not given) do in these assays?
PPARg SRC2 recr: 1.9; PPARg SRC-1 ag: 4.6; bIAP activator: 0.9; bIAP inh: 7.8; TNAP inh no acc: -8.8; HMGR II inh: 15.7*; PPARg SRC-3 ag: 2.0; TNAP act hiacc: 1.1; TNAP inh hi DEA: -6.6; SRC2 TRFRET art: 1510

What do the screens show for `CC(=O)NC(Cc1cccc(F)c1)C(=O)NC1CCN(C(=O)c2cccc(C)c2)CC1` (stereo not given)?
PPARg SRC2 recr: -12.4; PPARg SRC-1 ag: -10.4; bIAP activator: 1.1; bIAP inh: -7.7; TNAP inh no acc: -4.1; HMGR II inh: 2.2; PPARg SRC-3 ag: -2.3; TNAP act hiacc: 1; TNAP inh hi DEA: -2.2; SRC2 TRFRET art: 1547

(list continues)
How did COc1cccc(-c2cc3nc4c(c(N5CCC6(CC5)OCCO6)n3n2)CCC4)c1 do in these assays?
PPARg SRC2 recr: 0.0; PPARg SRC-1 ag: 7.5; bIAP activator: 1; bIAP inh: -1.1; TNAP inh no acc: -9.2; HMGR II inh: -1.8; PPARg SRC-3 ag: 1.3; TNAP act hiacc: 1.1; TNAP inh hi DEA: -7.1; SRC2 TRFRET art: 1396

What do the screens show for `CCOC(=O)Cn1c(=NC(=O)c2cccs2)sc2cc(C(=O)OC)ccc21`?
PPARg SRC2 recr: -1.2; PPARg SRC-1 ag: 8.6; bIAP activator: 0.2; TNAP inh no acc: 0.5; HMGR II inh: 1.0; PPARg SRC-3 ag: 0.9; TNAP act hiacc: 1; TNAP inh hi DEA: -4.0; SRC2 TRFRET art: 1587

Results for NC(=O)COC(=O)C12CC3CC(CC(O)(C3)C1)C2 ?
PPARg SRC2 recr: 3.4; PPARg SRC-1 ag: -1.4; bIAP activator: 0.9; bIAP inh: 8.4; TNAP inh no acc: -5.5; HMGR II inh: -1.7; PPARg SRC-3 ag: 2.5; TNAP act hiacc: 1; TNAP inh hi DEA: -4.1; SRC2 TRFRET art: 1513

How did Cc1ccc(NC(=O)CCNS(=O)(=O)c2cc(Br)cnc2N)c(Cl)c1 do in these assays?
PPARg SRC2 recr: 4.5; PPARg SRC-1 ag: 0.5; bIAP activator: 0.9; bIAP inh: 5.4; TNAP inh no acc: -9.3; HMGR II inh: 1.0; PPARg SRC-3 ag: 0.0; TNAP act hiacc: 1; TNAP inh hi DEA: -2.4; SRC2 TRFRET art: 1615

What do the screens show for `O=C(CC1NCCc2ccccc21)Nc1cccc(Cl)c1` (stereo not given)?
PPARg SRC2 recr: 4.5; PPARg SRC-1 ag: 0.6; bIAP activator: 1; bIAP inh: -4.5; TNAP inh no acc: -12.1; HMGR II inh: 3.6; PPARg SRC-3 ag: 1.6; TNAP act hiacc: 1.1; TNAP inh hi DEA: -5.2; SRC2 TRFRET art: 1794

Assay outcomes (PubChem)
